High-throughput results as filed in PubChem BioAssay.
ABHD5 PLIN5 PPI: ABHD5-PLIN5 protein interaction inhibition; AID 602281; Q00G26+Q8WTS1; 360,000 compounds, 0.78% hits; inhibition, % at 4 µM; Split G. princeps luciferase complementation, luminescence, 4 h;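 active = inhibition above the mean inhibition across every tested compound plus 3 SD, cut at about 22% in these data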;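 also: 0% = DMSO only wells and the 100% control is not disclosed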
NR2F2 inh: inhibitors of human COUP-TFII (NR2F2); HEK293T NGFI-A luciferase reporter, luminescence; inhibition, % at 8.6 µM; 370,000 compounds, 0.7% hits;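 active = inhibition above a per-plate cutoff, mean inhibition of test wells between control levels plus 3 SD, cut at about 38% in these data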;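 also: cells cotransfected with COUP-TFII expression vector driving the NGFI-A reporter; 0% = median of COUP-TF2 test wells and 100% = reporter-only cells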
Target sequence (P24468 whole entry, looked up): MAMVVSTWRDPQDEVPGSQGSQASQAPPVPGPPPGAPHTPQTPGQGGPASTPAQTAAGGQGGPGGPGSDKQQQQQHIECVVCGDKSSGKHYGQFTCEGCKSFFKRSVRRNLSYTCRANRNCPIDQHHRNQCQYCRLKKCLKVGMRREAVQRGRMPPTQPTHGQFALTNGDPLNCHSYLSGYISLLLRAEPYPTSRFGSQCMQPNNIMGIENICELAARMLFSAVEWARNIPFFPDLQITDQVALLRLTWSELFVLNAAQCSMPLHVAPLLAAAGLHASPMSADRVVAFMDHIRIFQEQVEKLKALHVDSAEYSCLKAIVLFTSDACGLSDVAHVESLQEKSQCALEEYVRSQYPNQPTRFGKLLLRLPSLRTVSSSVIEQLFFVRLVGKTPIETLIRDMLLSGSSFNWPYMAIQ
MC4R barr agon: activates human MC4R beta-arrestin recruitment | P32245 | U2OS MC4R beta-arrestin complementation, luminescence; percent of melanotan II response, DMSO zero | activation, % at 8.9 µM | 360,000 compounds, 0.98% hits | AID 540308;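 active = activation above a per-plate cutoff, the mean activation of sample wells on that plate plus 3 SD, cut at about 8% in these data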
NR5A2 inv ag: suppresses constitutive activity of human LRH-1 | inhibition, % at 3.6 µM | 360,000 compounds, 0.13% hits | HEK293T StAR-luciferase reporter, LRH-1 transfected, 24 h | O00482;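 active = inhibition above the mean inhibition of all tested compounds plus 3 SD, cut at about 73% in these data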;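 also: 0% = DMSO wells and 100% = reporter-only cells lacking LRH-1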
Target sequence (O00482 whole entry, looked up): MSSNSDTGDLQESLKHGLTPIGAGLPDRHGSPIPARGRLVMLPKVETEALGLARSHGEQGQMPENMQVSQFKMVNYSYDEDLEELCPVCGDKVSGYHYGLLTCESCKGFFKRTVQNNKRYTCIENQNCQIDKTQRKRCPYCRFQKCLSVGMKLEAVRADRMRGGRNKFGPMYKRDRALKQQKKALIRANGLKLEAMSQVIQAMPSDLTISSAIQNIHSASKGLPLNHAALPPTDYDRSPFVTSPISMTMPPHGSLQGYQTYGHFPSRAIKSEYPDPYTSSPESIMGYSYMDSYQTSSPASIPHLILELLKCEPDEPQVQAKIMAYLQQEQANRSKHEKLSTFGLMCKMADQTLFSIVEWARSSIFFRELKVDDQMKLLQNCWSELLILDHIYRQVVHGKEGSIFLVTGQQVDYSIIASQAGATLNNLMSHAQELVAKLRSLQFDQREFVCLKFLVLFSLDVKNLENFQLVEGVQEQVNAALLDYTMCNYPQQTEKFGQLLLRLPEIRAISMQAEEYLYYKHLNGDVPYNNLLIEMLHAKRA
LMP1 NFkB inh: inhibitors of Epstein-Barr LMP1-induced NF-kappaB reporter. LMP1-induced NF-kappaB luciferase reporter cells, luminescence. inhibition, % at 12.5 µM. 350,000 compounds, 0.69% hits. AID 504558; in the data active = inhibition above about 41%;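 also: 0% = neutral control wells and 100% = reference inhibitor control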
TLR9-MyD88 inh: blocks human TLR9 binding to MyD88; Q9NR96+Q99836; CHO BLA complementation TLR9-MyD88, CCF4 FRET ratio; inhibition, % at 4.98 µM; 340,000 compounds, 0.21% hits; AID 504734;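 active = inhibition above the mean over all tested compounds plus 3 SD, cut at about 21% in these data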;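 also: 0% = DMSO only wells and 100% = clavulanate BLA inhibitor control wells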
NCOA2 inhibitor: inhibits human steroid receptor coactivator 2; inhibition, % at 9 µM; Q15596; 370,000 compounds, 0.17% hits; AID 651957; HEK293 GAL4-SRC2 luciferase reporter, luminescence;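 active = inhibition above the mean inhibition of all tested compounds plus 3 SD, set per campaign, cut at about 52% in these data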;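 also: 0% = DMSO treated cells and 100% = cells given Gossypol at 36 µM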
NOD2 RIPK2 PPI: inhibitors of human NOD2-RIPK2 interaction; O43353; CHO BLA complementation NOD2-RIPK2, CCF4 ratio; inhibition, % at 4.98 µM; 360,000 compounds, 0.38% hits; in the data active = inhibition above about 21%;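 also: 0% = vehicle only and 100% = reference blocker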
MC4R antag cAMP: blocks human MC4R cAMP signaling; 360,000 compounds, 0.48% hits; MC4R-expressing cells, MTII-stimulated cAMP, LANCE TR-FRET; P32245; inhibition, % at 6.5 µM;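 active = inhibition above its plate's cutoff, the mean of tested wells on that plate plus 3 SD, cut at about 29% in these data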;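 also: 0% = Melanotan II alone and 100% = Melanotan II plus saturating MCL0020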
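Assay system: U2OS-MC4R stable cell line; Also added: Melanotan II; Technique: Eu-cAMP/anti-cAMP TR-FRET, emission 671 nm; Times: 30-min compound, 1-h challenge, 1-h detection, room temperature.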
NCOA3 inh: inhibitors of human steroid receptor coactivator 3 (SRC3). HEK293 GAL4-SRC3 luciferase reporter, luminescence. inhibition, % at 3.6 µM. 360,000 compounds, 0.17% hits;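 active = inhibition above a per-campaign cutoff, the mean of all compounds plus 3 SD, cut at about 60% in these data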;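 also: 0% = DMSO-treated cells and 100% = gossypol-treated cells at 36 µM; higher means less SRC3-driven luciferase light from the GAL4 reporter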
NCOA1 inh: human NCOA1 inhibition. Q15788. HEK293 GAL4-SRC1 luciferase reporter, luminescence. inhibition, % at 3.6 µM. 360,000 compounds, 0.12% hits;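 active = inhibition above the campaign mean plus 3 SD, with each screening campaign given its own cutoff, cut at about 60% in these data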;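 also: 0% = DMSO treated cells and 100% = gossypol at 36 µM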
Starred values were filed as active, the others as inactive; nt = not tested or not shown. These rows are one share of the data. The share of hits here may be higher or lower than overall.

SMILES	ABHD5 PLIN5 PPI	NR2F2 inh	MC4R barr agon	NR5A2 inv ag	LMP1 NFkB inh	TLR9-MyD88 inh	NCOA2 inhibitor	NOD2 RIPK2 PPI	MC4R antag cAMP	NCOA3 inh	NCOA1 inh
COc1ccccc1CNC(=O)COC(=O)c1ccc(NC(N)=O)cc1	-7.6	1.6	-2.0	0.0	-0.6	5.7	-8.9	2.9	13.2	-13.6	-12.5
CN(C)c1ccc(C2Nc3ccccc3C(=O)N2CCN2CCNC2=O)cc1 (stereo not given)	2.7	9.8	-0.1	-19.6	-5.4	-10.2	-25.7	-2.1	1.9	-1.1	-33.8
O=C(Nc1cc(C(F)(F)F)ccc1-n1cncn1)c1cn2ccccc2n1	-16.6	16.2	0.0	-30.5	1.4	-9.4	-33.2	-9.0	10.3	2.1	-38.1
CCCCCCN=C(C)c1ccccc1O	-0.7	0.1	-0.9	-8.1	4.8	7.2	1.7	-17.9	8.1	16.8	-26.1
Cc1cc(C)cc(Oc2ccccc2/C=N\O)c1	-6.9	9.8	-0.6	-1.4	9.1	1.2	3.0	-7.5	0.2	-18.0	-10.8
COC(c1ccccc1)c1nnc(CCC(=O)NCCC(C)C)o1 (stereo not given)	-2.8	-0.9	-3.3	14.7	6.2	-2.5	-8.7	0.5	3.9	16.3	-4.6
CCC(=O)Nc1nc(C)nc(C)c1C(C)=O	1.6	8.7	-0.7	9.2	-11.8	-7.2	-1.9	-14.0	4.2	14.2	2.3
CCC1Oc2ccc(C)cc2N(CC(=O)NCCC2=CCCCC2)C1=O (stereo not given)	-0.1	14.1	0.9	17.5	-18.3	-5.5	-4.0	1.2	5.1	15.0	-55.4
C=C(C)c1ccc(C(C)(C)NC(=O)N2CCN(C)CC2)cc1	-0.4	17.6	1.6	-7.7	-4.0	2.8	-10.8	-7.7	2.1	0.0	1.6
N/C(=N\OC(=O)Nc1cccc(C(F)(F)F)c1)c1ccno1	-0.6	-1.2	-1.9	8.8	2.6	nt	-7.3	1.6	0.6	-7.0	-4.5
O=S(=O)(c1cccc(S(=O)(=O)N2CCC(n3nnc4ccccc43)CC2)c1)N1CCCCC1	-9.5	6.3	0.7	-28.2	9.0	-6.0	26.2	0.2	15.1	-19.3	7.2
CN(C)N1C(N)=C(C#N)C(c2ccc(F)cc2)C2=C1CC(C)(C)CC2=O (stereo not given)	8.9	-8.7	-0.8	-10.5	-18.3	-9.9	-1.5	-2.8	24.5	1.5	3.8
O=C(O)c1cccnc1Br	-0.4	5.1	-0.2	-7.1	19.4	-6.1	17.5	-7.0	5.3	5.0	9.3
O=C(Nc1ccc(Oc2cccnc2)cc1)C1CCN(Cc2cccc(Cl)c2)CC1	3.1	38.4*	-0.7	18.6	nt	8.5	17.6	7.7	7.4	22.6	6.6
COc1cccc(NC(=S)N/N=C2\CC3CCC2(C)C3(C)C)c1 (stereo not given)	-9.8	-21.3	1.5	-43.9	-31.3	0.6	-47.0	-3.7	25.8	-34.4	-69.5
Cc1ccc(C(=O)NCCN2CCC(n3c(=O)[nH]c4ccccc43)CC2)cc1F	4.2	7.4	nt	3.6	nt	nt	4.3	-7.5	nt	nt	nt
COc1ccc(NC2=CC(=O)CC(c3ccccc3)C2)cc1 (stereo not given)	1.0	-11.3	-3.2	-21.2	-7.0	-7.7	-29.9	2.5	-14.4	-5.6	-14.3
COC(=O)C(C(=O)OC)c1ccc(N)cc1	-0.6	-0.4	-1.1	4.7	1.5	8.4	-0.7	-8.5	-1.0	4.8	2.2
O=C(CCNS(=O)(=O)c1ccccc1)N1CCN(c2ccccc2F)CC1	-0.2	1.7	-0.1	-3.3	-1.2	-9.3	9.6	-9.2	10.2	-6.7	-29.9
Cn1c(Cl)c(C(=O)Nc2ccc(Cl)cc2)c2ccccc21	-2.6	-20.0	5.4	-43.1	-16.1	0.9	-52.9	3.8	-11.0	-51.6	-18.8
CCCCn1c(-c2csc(C(C)C)c2)n[nH]c1=S	-2.8	0.9	-0.6	23.9	3.9	-4.3	-20.5	-0.8	5.5	17.8	-25.4
CCOC(=O)Cc1csc(NS(=O)(=O)c2ccccc2)n1	-1.4	2.0	-0.4	9.0	1.9	-11.1	-9.3	-15.6	-3.6	18.6	-3.1
CC1(C)CC(=O)c2cn3c(nc2C1)nc1ccccc13	-2.2	9.1	0.8	-20.2	-5.5	7.8	7.2	-17.5	1.1	-4.1	3.0
CCOc1cc(N2CCOCC2)c(OCC)cc1NC(=O)COC(=O)c1cccc2ccccc12	-4.0	-8.8	0.5	11.3	12.6	7.6	-14.5	4.0	9.1	3.8	6.5
Nn1c(SCC(=O)Nc2ccc3c(c2)OCO3)nnc1C(F)(F)F	2.4	-9.5	-2.1	-15.7	7.4	5.5	-11.9	6.2	14.7	9.2	-21.3
OC(c1ccccc1)(c1ccccc1)c1ccn[nH]1	1.2	8.9	-1.9	-1.1	11.9	-11.2	7.7	-5.0	3.3	2.6	-14.8
CC(=O)c1c(C(C)=O)c(C)n(-c2ccc(N)c(C)c2)c1C	0.2	11.0	-0.7	-13.2	2.5	0.4	-17.7	0.6	7.4	-11.5	6.5
CN(C)c1cccc2c(S(=O)(=O)NC(=O)[C@H]3O[C@@H](n4cnc5c(N)ncnc54)[C@H](O)[C@@H]3O)cccc12	-1.8	9.0	nt	-15.0	nt	nt	13.3	-5.0	nt	15.1	-7.0
N#Cc1ccc(-c2nc3ccc(Cl)cn3c2Cc2ccccc2C(F)(F)F)cc1	0.4	-16.1	nt	-13.7	nt	nt	-1.5	-9.9	nt	-11.0	-3.6
COc1ccc(C(=O)NC2CCCc3ccccc32)cc1[N+](=O)[O-] (stereo not given)	-14.6	11.8	0.1	16.7	-14.0	-2.2	-5.0	-12.5	-6.5	-20.9	-3.5

2 compounds picked at random from those above:
SMILES	ABHD5 PLIN5 PPI	NR2F2 inh	MC4R barr agon	NR5A2 inv ag	LMP1 NFkB inh	TLR9-MyD88 inh	NCOA2 inhibitor	NOD2 RIPK2 PPI	MC4R antag cAMP	NCOA3 inh	NCOA1 inh
CCCCn1c(-c2csc(C(C)C)c2)n[nH]c1=S	-2.8	0.9	-0.6	23.9	3.9	-4.3	-20.5	-0.8	5.5	17.8	-25.4
CC1(C)CC(=O)c2cn3c(nc2C1)nc1ccccc13	-2.2	9.1	0.8	-20.2	-5.5	7.8	7.2	-17.5	1.1	-4.1	3.0

Additional structures:
SMILES	ABHD5 PLIN5 PPI	NR2F2 inh	MC4R barr agon	NR5A2 inv ag	LMP1 NFkB inh	TLR9-MyD88 inh	NCOA2 inhibitor	NOD2 RIPK2 PPI	MC4R antag cAMP	NCOA3 inh	NCOA1 inh
COc1cc(OC)cc(C(=O)NCCCN2CCOCC2)c1	-0.4	-2.2	-1.2	7.3	4.1	6.1	0.9	-4.4	3.5	3.3	3.2
CSc1ccc(/C=C(/NC(=O)c2ccccc2)C(=O)NCCN2CCOCC2)cc1	0.7	-7.5	-3.7	21.0	-0.4	0.0	-15.8	1.3	-1.7	-15.4	4.9
C#CCOCCOCCOCCNc1nc(N2CCOCC2)nc(N2CCN(C(=O)[C@H](C)n3cc(CCC(=O)O)nn3)CC2)n1	4.5	-5.2	0.1	6.8	-13.2	-7.8	-12.6	-16.6	-1.1	-3.5	-6.1
CCC1CCCCN1S(=O)(=O)c1ccc(S(=O)(=O)N(Cc2ccccn2)CC2CCCO2)cc1 (stereo not given)	-6.3	10.8	2.4	3.3	1.9	0.3	13.5	-7.6	-6.6	14.7	1.5
COC(=O)C1CCN(CC(=O)NC(=O)Nc2ccccc2F)CC1	-3.5	-5.3	0.8	-54.0	0.5	-14.9	-24.5	-0.7	3.9	-20.2	-18.5
CC(NC(=O)COC(=O)C1(C)CC1(Cl)Cl)c1ccccc1 (stereo not given)	-5.7	4.6	0.0	-11.9	-9.3	-19.2	4.5	-10.9	8.7	-8.4	1.5
COc1ccc(CN2C(=O)c3cccnc3C2=O)cc1S(=O)(=O)NC1CCCCC1C (stereo not given)	1.5	7.7	-2.5	16.5	6.6	8.9	1.9	-9.6	-7.1	-30.1	-6.5
CCCOc1ccc(C(=O)C(CN2CCCC2)c2ccccc2)cc1 (stereo not given)	-0.6	-14.9	0.3	8.1	-35.7	-3.0	41.2	5.6	3.1	22.3	-16.2
O=C(CSc1nnc(Cc2ccccc2)o1)NCCN1C(=O)CSC1=O	2.0	-0.3	-2.5	4.5	-8.8	3.1	-19.6	-0.9	6.2	3.7	-5.1
O=C(c1ccc(NC2=NC3CS(=O)(=O)CC3S2)cc1)N(CCO)Cc1ccccc1 (stereo not given)	7.6	-5.2	-0.9	11.9	-4.6	-16.1	16.5	-7.0	12.9	-1.0	3.6
Cc1nn(Cc2ccccc2)c2c1C(c1ccco1)C(C#N)=C(N)O2 (stereo not given)	14.7	17.9	-2.5	6.1	0.8	8.1	-32.3	0.5	6.3	-7.4	3.6
Nc1c(C(=O)N/N=C/c2ccccc2)cnn1-c1ccccc1	4.7	-31.0	3.5	-96.9	-10.2	11.6	-10.8	-15.9	2.7	-70.6	-66.4
COc1ccccc1NC(=O)CSc1nnnn1C	4.8	-11.9	-1.4	-9.3	-12.5	-5.4	-1.8	2.1	9.4	8.7	-13.4
Cc1[nH]c2c(C)cccc2c(=O)c1CN1CCCCCC1	1.7	7.5	0.3	2.0	-5.6	3.6	-6.7	-17.4	-1.9	-7.8	-3.0
CCOc1ccc(N2C(=O)C3C4C=CC(CC4)C3C2=O)c([N+](=O)[O-])c1 (stereo not given)	-2.3	-1.5	-2.2	-1.7	18.7	3.1	-6.7	3.4	5.6	-4.3	-4.8
COc1ccc(OC)c(C(=O)COC(=O)c2ccc(C)o2)c1	-3.0	-0.6	-1.3	-8.2	13.4	1.9	-26.2	0.0	-6.0	1.0	1.4
Cc1ccccc1NNC(=O)C(=O)NNc1ccccc1C	1.8	-5.9	-2.3	-2.6	-26.0	4.9	-8.0	0.4	1.7	15.8	-6.1
COc1ccc(C(=O)Nc2ccc(-c3nnn(CC(=O)N4CCN(C(=O)c5ccco5)CC4)n3)cc2)cc1	8.6	6.9	-1.8	40.5	-7.1	-0.8	15.2	-12.8	5.7	-0.3	-2.0
O=C(O)Cc1sc(NC2CCCCC2)nc1-c1ccc(Cl)cc1	-6.4	-6.9	-1.7	-34.8	-2.6	4.7	-85.0	-0.1	1.4	-40.7	-14.2
COc1ccc(S(=O)(=O)c2c(O)c3ccc(C(=O)Nc4ccccc4)cc3[nH]c2=O)cc1	-5.1	8.1	-1.5	-2.2	-1.3	6.0	5.0	-0.9	5.2	-5.7	-9.8
Cc1ccc(NC(=O)CN(C)C(=O)COC(=O)C2=COCCO2)cc1	-2.0	18.0	-4.3	6.8	0.4	1.2	11.0	-1.0	6.0	-5.0	-45.7
CCCN(C(=O)CSc1nnnn1-c1ccccc1OC)C1CCS(=O)(=O)C1 (stereo not given)	-8.6	-1.4	-1.8	8.9	6.3	-5.4	3.0	-2.6	1.2	-11.9	-0.2
